# SENP8 inh: inhibitors of human SENP8 protease; Q96LD8; recombinant SENP8, Nedd8 substrate fluorescence; inhibition, % at 20 µM; actives 0.64% (n = 360,000); in the data active = inhibition mostly above about 40%, no sharp cut-off; inactive = mostly below about 27%
# Target sequence (Q96LD8 whole entry, looked up): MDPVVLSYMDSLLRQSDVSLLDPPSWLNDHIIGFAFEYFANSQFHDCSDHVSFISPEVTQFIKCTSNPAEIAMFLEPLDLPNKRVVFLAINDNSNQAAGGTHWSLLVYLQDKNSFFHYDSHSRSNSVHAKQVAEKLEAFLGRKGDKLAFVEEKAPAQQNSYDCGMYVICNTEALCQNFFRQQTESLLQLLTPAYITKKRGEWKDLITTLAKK
# SENP1 inh: inhibitors of human SENP1 SUMO protease catalytic domain; Q9P0U3; recombinant SENP1 catalytic domain, CyPet-SUMO1-YPet FRET cleavage; inhibition, % at 10 µM; actives 0.21% (n = 360,000);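 active = inhibition at least 30% at 10 µM, raw YFP signal under a set limit, fluorescence ratio 0.5 to 1.5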;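 note: 0% = enzyme with DMSO and 100% = no enzyme wells; some results filed as inactive read as strong as hits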
# Target sequence (Q9P0U3 419-644 limits assumed): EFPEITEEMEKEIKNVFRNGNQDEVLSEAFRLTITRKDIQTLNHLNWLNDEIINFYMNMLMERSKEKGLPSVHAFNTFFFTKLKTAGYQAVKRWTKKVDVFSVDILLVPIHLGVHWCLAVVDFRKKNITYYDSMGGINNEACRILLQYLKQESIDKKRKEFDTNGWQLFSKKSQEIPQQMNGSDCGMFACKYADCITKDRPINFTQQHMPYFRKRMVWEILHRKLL
#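 Test system: human SENP1 catalytic domain; medium: Tris pH 8 buffer plus EDTA, NaCl, BME, BSA, NP40, catalase; incubation: 50 min reaction at room temperature; technique: FRET, CFP and YFP emission; controls: no-enzyme low control and enzyme-plus-DMSO high control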
# MPTP block: permeability transition pore inhibition. AID 602449. actives 1.4% (n = 360,000). isolated mouse mitochondria, Ca2+ swelling absorbance, 30 min. inhibition, % at 10 µM;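 active = inhibition of 50% or more, scaled per plate between neutral and stimulator controls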;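 note: 0% = DMSO wells given calcium and 100% = 1 mM EGTA wells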
# Active calls of the source: *; i = inactive; & = joins results of further samples. An excerpt. The share of hits here may be higher or lower than overall.
nr	structure	SENP1 inh	SENP8 inh	MPTP block
1	CCC(c1nnnn1-c1ccc2c(c1)OCCO2)N1CCN(c2ncccc2C(F)(F)F)CC1 (stereo not given)	-0.7&4.1	10.8&-14.4	0.3&-1.1
2	CCCCn1nnnc1C(c1cccc2ccccc12)N1CCN(C/C=C/c2ccccc2)CC1 (stereo not given)	1.5	22.9	3.9
3	CC(C)C[C@H]1COc2cccc(N3CCN(Cc4ccccc4F)CC3)c2S(=O)(=O)N1	-2.0	-12.6	1.3
4	CC(=O)Nc1ccc(NC(=O)C2(C)Cc3c(-c4ccc(NC(C)=O)cc4)ccnc3O2)cc1 (stereo not given)	2.0	21.1	-0.7
5	COc1ccccc1-c1ncn(Cc2cccc(-c3ccccc3)c2)c1CC(C)C	0.1	-1.4	19.7
6	COc1ccccc1-c1cc(NC(C)=O)c2ncc(-c3ccccc3)n2c1	-10.2	-320.2	0.5
7	COc1ccc(Cc2c(C3CCCCC3)nc3c(C)cc(Br)cn23)c(C)c1	6.1	-17.0	-1.0
8	CC(C)NC(=O)C1(C)CCN1CCC(=O)c1ccccc1 (stereo not given)	1.0	5.2	-0.2
9	CCc1ccc([C@@H]2CC(=O)[C@@H]3CN(S(=O)(=O)c4ccccc4C)[C@H](c4ccc(Cl)cc4)C[C@@H]3N2S(=O)(=O)c2ccc(C)cc2)cc1	1.9	10.7	24.3
10	CC(=O)Nc1cnc(-c2cccc(C(=O)N3CCOCC3)c2)cn1	-20.1	-95.0	-0.7
11	CCOC(=O)[C@]12CCCC=C1N(Cc1ccco1)C(=O)[C@H](CC(=O)NCc1cccs1)C2	-0.4	4.4	0.5
12	CCOC(=O)C1CCCN(C(=O)c2ccc(N(C)C)cc2)CC1 (stereo not given)	2.2	18.8	-0.2
13	O=C(NCc1ccccc1)C(c1ccco1)N1CCN(C(=O)C2CCCO2)CC1 (stereo not given)	-0.4	9.9	-1.6
14	CCOC(=O)C1(C)CCN1C(=O)c1ccco1 (stereo not given)	1.6	25.1	0.1
15	O=C(Nc1nnc([C@@H]2C[C@H](O)[C@@H](CO)O2)s1)Nc1ccc(F)cc1F	3.6	3.6	-0.4
16	CC(=O)C1=CCC(c2cccc3ccccc23)N(S(=O)(=O)c2ccc(C)cc2)C1 (stereo not given)	3.6	15.9	-0.7
17	CCC(=O)N1CCC1(C)C(=O)Nc1ccccc1 (stereo not given)	0.7	11.1	-0.2
18	CCCCc1c(-c2cccc(F)c2)ncn1CCc1ccccc1OC	-1.0	12.7	0.0
19	COC1=CC(=O)OC(c2ccc(C(F)(F)F)cc2)C1 (stereo not given)	1.9	7.5	-1.1
20	Cc1ccc(-c2nc3ccc(Cl)cn3c2Cc2cccc(Cl)c2)cc1	-2.5	-175.9	1.1
21	COc1cc(-c2cnc3c(NC=O)cc(-c4ccsc4)cn23)cc(OC)c1OC	-6.2	-272.0	-0.8
22	CN1CCCC1(C)C(=O)Nc1ccc(-n2cccc2)cc1 (stereo not given)	-3.5	7.0	0.6
23	NC(c1ccccc1)c1csc(Nc2ccc(C(=O)c3ccccc3)cc2)n1 (stereo not given)	-6.4	-433.7	-0.1
24	O=C(Cn1nnc(-c2ccccc2)c1COc1ccc2ccccc2c1)NCC1CC1	0.7	-3.3	0.6
25	Nc1nc2c(ncn2[C@@H]2O[C@H](CNC(=O)[C@H](N)C3CCCCC3)[C@@H](O)[C@H]2O)c(=O)[nH]1	1.4	19.9	-2.1
26	COc1ccc(C(C)(NC(C)=O)c2nc(-c3cccc(C#N)c3)cs2)cc1 (stereo not given)	2.9	13.8	-0.2
27	Cc1ccccc1Cn1c(C)c(C(=O)NCc2cccc(C(F)(F)F)c2)sc1=O	0.1	3.7	-1.5
28	CC1(C(=O)Nc2ccc(Cl)c(C(F)(F)F)c2)Cc2c(-c3ccccc3)ccnc2O1 (stereo not given)	1.1	14.4	0.7
29	CN(C)CC(=O)N[C@@H]1CC[C@@H](CCNS(=O)(=O)c2ccccc2)O[C@@H]1CO	4.8	13.4	-0.8
30	Clc1cccc(CNc2ccn3nc(-c4ccc(OCCN5CCOCC5)cc4)cc3n2)c1	-3.0	i	-1.0
31	CCc1ccc2c(c1)NC(=O)C2(C)Cc1ccccc1Cl (stereo not given)	0.6	1.3	-0.7
32	CN1OC[C@@H]2CN(S(=O)(=O)c3ccccc3)[C@H](c3ccc(N4CCCCC4)cc3)C[C@@H]21	-0.1	25.3	-0.3
33	O=C(N[C@H]1CC[C@H](CC(=O)N2CCCCC2)O[C@@H]1CO)c1cccc(F)c1	3.0	15.4	0.9
34	COc1cccc(S(=O)(=O)Nc2ccc3c(c2)C(=O)N(C)C[C@H](OC)[C@H](C)CN(Cc2ccccc2F)[C@@H](C)CO3)c1	1.0	17.1	2.6
35	Cc1ccc2nc(-c3ccc(Cl)cc3)c(Cc3ccccc3C(F)(F)F)n2c1	1.6	-289.0	1.9
36	C#Cc1ccc(NC(=O)C2(C)CCN2C(=O)Cc2ccc(C(C)(C)C)cc2)cc1 (stereo not given)	1.4	25.2	2.2
37	COC(=O)c1ccc2nc(C3CCCCC3)c(Cc3ccccc3)n2c1	-64.4	-274.2	-0.6
38	COc1ccc(NC(=O)c2cc(-c3sc(NC(=O)c4ccccc4)nc3C)n(-c3ccc(Br)cc3)n2)cc1	-136.4	-241.7	-0.4
39	COc1ccc(-c2cnc3c(NC=O)cc(-c4ccccc4OC)cn23)cc1OC	-4.8	-376.7	-2.3
40	Cc1ccccc1NC(=O)Nc1nc(C(N)c2ccccc2)cs1 (stereo not given)	0.2	16.4	4.0
41	OC(c1ccccc1)c1ncc(-c2cccc(C(F)(F)F)c2)[nH]1 (stereo not given)	0.7	8.8	1.1
42	COC(=O)[C@@]1(Cc2ccc(F)cc2)[C@H]2c3cc(C(=O)N4CCCC4)n(Cc4ccccc4)c3C[C@H]2CN1C(=O)c1ccccc1	-2.8	3.2	-0.2
43	Cn1c(NCc2ccc3occc3c2)nc2cc(-c3ccc(F)cc3)sc2c1=O	1.2	-26.7	0.0
44	OC(c1ccc(F)cc1)c1nc(-c2ccoc2)cs1 (stereo not given)	-1.4	13.9	0.5
45	Nc1[nH]c(C(=O)c2ccccc2)c(-c2ccc(Br)cc2)c1C(=O)c1cccs1	-2.7	-8.7	-0.8
46	CC(C)CN1C(=O)CSCC1(C)C(=O)NC(C)C (stereo not given)	2.2	16.9	0.1
47	OC[C@H]1O[C@H](c2nc(-c3nc(-c4cccc(-n5cccc5)c4)no3)cs2)C[C@@H]1O	-2.2	7.8	0.5
48	CC(C)(C)c1ccc(CC(=O)N2CCC2(C)C(=O)NS(=O)(=O)c2cccs2)cc1 (stereo not given)	3.3	14.2	0.3
49	CCCS(=O)(=O)NC(=O)C1(C)CCCN(C(=O)c2cc3ccccc3s2)C1 (stereo not given)	3.0	27.7	0.4
50	CC1(C(=O)NCc2ccccn2)CCN1C(=O)Cc1ccc(Cl)cc1Cl (stereo not given)	0.6	11.2	-0.9

# (cont.)
nr	structure	SENP1 inh	SENP8 inh	MPTP block
51	Cc1noc(C)c1S(=O)(=O)NC(=O)C1(C)CCN1C(=O)C1(c2ccc(Cl)cc2)CC1 (stereo not given)	1.6	8.3	-0.4
52	CCOC(=O)C1=CCN(S(=O)(=O)c2cccc(Cl)c2)C1c1ccc(F)cc1 (stereo not given)	1.6	13.6	0.1
53	COCCN1C(=O)COc2ccccc2C1C(=O)NC1CCCC1 (stereo not given)	-1.0	4.0	-0.1
54	COc1ccc(-c2noc([C@@H]3O[C@H](CO)[C@H](O)[C@H](O)[C@H]3O)n2)cc1OC	-2.1	9.2	-0.4
55	O=C(NCc1ccco1)c1ccc2sc([C@@H]3O[C@H](CO)[C@H](O)[C@H](O)[C@H]3O)nc2c1	-0.9	20.9	-0.6
56	CCC(c1nnnn1-c1ccc2c(c1)OCCO2)N1CCN(CCN2CCOCC2)CC1 (stereo not given)	4.3	15.8	-1.5
57	Clc1ccc(-c2cc3nc(NCc4cccc(Cl)c4)ccn3n2)cc1	-13.1	i	1.1
58	O=S1(=O)N[C@H](Cc2ccccc2)COc2cccc(N3CCN(Cc4ccccc4F)CC3)c21	-0.2	-3.6	1.0
59	O=C(N[C@@H]1CC[C@@H](CCn2cc(-c3ccccc3)nn2)O[C@@H]1CO)c1cnccn1	-0.3	9.3	-0.5
60	CC(C)Oc1ccc(CN2CCC2(C)C(=O)NCc2ccc(C(F)(F)F)cc2)cc1 (stereo not given)	2.0	12.2	1.6

# Entries of single compounds from above.
# `COCCN1C(=O)COc2ccccc2C1C(=O)NC1CCCC1` (stereo not given) is entered as SENP1 inh: -1.0; SENP8 inh: 4.0; MPTP block: -0.1
# `CCC(c1nnnn1-c1ccc2c(c1)OCCO2)N1CCN(CCN2CCOCC2)CC1` (stereo not given) is entered as SENP1 inh: 4.3; SENP8 inh: 15.8; MPTP block: -1.5
# `O=C(NCc1ccco1)c1ccc2sc([C@@H]3O[C@H](CO)[C@H](O)[C@H](O)[C@H]3O)nc2c1` is entered as SENP1 inh: -0.9; SENP8 inh: 20.9; MPTP block: -0.6

# The results go on.
nr	structure	SENP1 inh	SENP8 inh	MPTP block
61	CC(C)(C)c1ccc2cc(F)cc(F)c2n1	2.3	4.6	0.2
62	COc1ccc(Cc2c(-c3ccc(OC)c(OC)c3)nc3cc(C)c(Br)c(C)n23)c(C)c1	-0.8	17.0	1.3
63	CCC(c1nc2ccccc2[nH]1)n1c(=O)c(-c2cccnc2)nc2ccccc21 (stereo not given)	-2.0	-210.4	3.9
64	O=C(NCc1ccccn1)[C@@H]1CCCN1C(=O)[C@@H]1CCCN1C(=O)c1ccccc1	2.5	13.9	0.5
65	O=C(Nc1ccc(Cl)cc1)c1csc([C@@H]2O[C@H](CO)[C@H](O)[C@H](O)[C@H]2O)n1	2.6	21.4	-4.4
66	CCCNC(=O)c1cc(C2CCCCN2C(=O)c2ccc(OC)cc2)on1 (stereo not given)	-1.4	16.5	-0.7
67	COc1ccccc1N1CCN(C2C(=O)Nc3ccccc3-n3nnnc32)CC1 (stereo not given)	6.7	18.3	-0.5
68	CC(O)(c1cccc(F)c1)c1nc(-c2cccc(C(F)(F)F)c2)cs1 (stereo not given)	1.9	13.4	6.6
69	O=C(C[C@@H]1C=C[C@H](NS(=O)(=O)c2ccccc2F)[C@@H](CO)O1)NCCCN1CCOCC1	0.8	5.6	11.5
70	O=C1CCCCC(=O)[C@H](O)C[C@H](COCc2ccccc2)O1	0.3	10.6	0.6
71	COc1cccc(Cn2c3ccc(NC(=O)CC(C)C(F)(F)F)cc3c(=O)n2C)c1 (stereo not given)	1.9	i	1.0
72	CCOC(=O)c1noc2c1CCC2	3.2	26.2	-0.6
73	O=C(NCc1ccccc1)C1c2ccccc2OCC(=O)N1Cc1cccnc1 (stereo not given)	3.0	6.3	-0.6
74	O=C1Nc2ccccc2C(=O)N2c3ccccc3NC(=O)C12 (stereo not given)	-1.2	12.4	-0.4
75	CC1(C(=O)NCc2ccccc2)CSCC(=O)N1Cc1cccc(F)c1 (stereo not given)	-7.3	17.6	-1.1
76	CCN(CC)CCN1CCN(c2cncc(-c3ccc4ccccc4c3)n2)CC1	-6.3	-400.9	-2.3
77	Cc1cccc(COC[C@H](CC(C)C)N2CCN(C(=O)c3ccc(C(F)(F)F)cc3)CCC2=O)c1	-1.4	5.2	0.3
78	O=C(NCCc1ccccc1)Nc1nnc([C@H]2C[C@H](O)[C@@H](CO)O2)s1	1.0	27.0	1.2
79	CCCCCn1nnnc1-c1nc2cc3ccccc3cc2[nH]c1=O	70.6*	18.6	1.3
80	CS(=O)(=O)Nc1cccc(NC(=O)C2Cc3c(-c4ccco4)ccnc3O2)c1 (stereo not given)	1.4	4.6	-0.1

# Reformatted: results already given
# Results follow in this order: SENP1 inh | SENP8 inh | MPTP block
74: O=C1Nc2ccccc2C(=O)N2c3ccccc3NC(=O)C12 (stereo not given)
→ -1.2 | 12.4 | -0.4
75: CC1(C(=O)NCc2ccccc2)CSCC(=O)N1Cc1cccc(F)c1 (stereo not given)
→ -7.3 | 17.6 | -1.1
76: CCN(CC)CCN1CCN(c2cncc(-c3ccc4ccccc4c3)n2)CC1
→ -6.3 | -400.9 | -2.3

# Next results follow:
nr	structure	SENP1 inh	SENP8 inh	MPTP block
81	CN(C(=O)C1Cc2c(-c3ccccc3Oc3ccccc3)ccnc2O1)c1ccccc1 (stereo not given)	2.4	3.3	-0.1
82	CCCNC(=O)C1(C)CCCN(C(=O)c2cccc(Cl)c2)C1 (stereo not given)	0.1	-3.2	-0.2
83	Cc1ccc(S(=O)(=O)N2C[C@H]3[C@H]4C(=O)N(C5CCCCC5)C(=O)[C@H]4CC(=O)[C@H]3[C@@H]2c2cccc3ccccc23)cc1	-5.1	13.3	-0.9
84	Nc1[nH]c(C(=O)c2ccccc2)c(-c2ccccc2Br)c1C(=O)c1ccccc1	-5.9	-7.4	0.0
85	CCC(=O)N1CCC1(C)C(=O)Nc1ccc2c(c1)OCO2 (stereo not given)	-0.8	9.7	-1.2
86	CC1(C(=O)N2CCCCC2)CCN1C(=O)c1ccccc1CCc1ccccc1 (stereo not given)	-1.0	7.6	1.7
87	COc1ccc(CN2C(=O)c3ccccc3C2c2nnnn2Cc2ccccc2)cc1 (stereo not given)	3.9	13.9	1.1
88	CCc1nc2c(OCc3cccc(Cl)c3)cccn2c1N(C)C(C)=O	-1.8	-1.9	0.8
89	COc1ccc(-c2cnc3c(NC(C)=O)cc(-c4cc(F)ccc4OC)cn23)cc1OC	-3.2	-279.2	0.7

# Bioassay records as filed in PubChem.
